TNAP inhibition: human TNAP enzyme inhibitors, biochemical, luminescent (AID 518) | purified TNAP enzyme, luminescent substrate readout; higher % means a stronger effect | one-dose inhibition, % at 20 µM; IC50 in µM for titrated hits | 64,000 tested, 0.09% active; in the data active = a potency from the dose series; inactive = the rest, 99 in 100 with inhibition below about 22%;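 note: plate controls were vehicle for no effect and reference inhibitor for full effect; many of its hits are not listed in these tables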
MK inhibit: inhibitors of Streptococcus pneumoniae mevalonate kinase; purified MK, PK/LDH-coupled NADH absorbance 340 nm; inhibition, % at 10 µM; 65,000 tested, 0.48% active; AID 555;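 active = ranked among the strongest by inhibition in the single 10 µM screen, a fixed top-ranked set picked for dose follow-up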; note: no value below 0 was filed
LYP inhibition: LYP phosphatase inhibitors, primary screen, biochemical, DiFMUP fluorescence, recombinant catalytic domain, 10 µM (AID 606) | 52,000 tested, under 10 active | recombinant LYP catalytic domain, DiFMUP fluorescence; higher % means a stronger effect | one-dose inhibition, % at 10 µM; IC50 in µM for titrated hits;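 active = IC50 under 40 µM in the dose-response test; inactive = IC50 of 40 µM or more, or never dose-tested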
HPDE-C7K KRASV12: viability loss of HPDE-C7K cells – cell-based, fluorescence, HTS, primary screen (AID 431). HPDE-C7K KRASV12 cells, Alamar Blue viability, 48 h; higher % means a stronger effect. cytotoxicity, % at 10 µM, or EC50 in µM where a hit was titrated. 63,000 tested, 1.7% active;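 active = compounds whose percent cytotoxicity in the single-dose primary screen, scaled between solvent and toxic-drug controls, exceeds 50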;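 note: 0% = DMSO solvent wells and 100% = doxorubicin-treated wells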
HT1080 cytotoxicity: cytotoxicity in HT1080 fibrosarcoma cells, cell-based, fluorescence readout (AID 620) | cytotoxicity, % at 10 µM; hits with a dose series show EC50 in µM | 87,000 tested, 0.42% active | HT1080 viability, fluorescence; higher % means a stronger effect;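 note: cells exposed to compound overnight then 4 h with Alamar Blue; 0% = vehicle DMSO and 100% = killing control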
DPM-DC inhibit: inhibitors of Streptococcus pneumoniae diphosphomevalonate decarboxylase; purified DPM-DC, PK/LDH coupled NADH fluorescence; calls only at 10 µM; 65,000 tested, 0.49% active; AID 556;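 active = the 320 compounds with the highest percent inhibition in the single-dose primary screen, excluding strongly autofluorescent ones, cut at about 32% in these data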;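 note: kinetic rate of NADH fluorescence loss reporting ADP formed by the decarboxylase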
HPDE-C7 cytotoxicity: cytotoxicity in HPDE-C7 cells, cell-based, fluorescence, HTS (AID 430). HPDE-C7 pancreatic duct cells viability, fluorescence; higher % means a stronger effect. cytotoxicity, % at 10 µM, or EC50 in µM where a hit was titrated. 63,000 tested, 1.8% active;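 note: cells exposed to compound for 48 hours before viability readout; 0% = vehicle and 100% = reference cytotoxic drug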
Bfl-1 displacement: displacement of Bid BH3 peptide from Bfl-1 – biochemical, fluorescence polarization, FITC-Bid, mouse, primary screen (AID 432); FITC-Bid BH3 peptide fluorescence polarization displacement; higher % means a stronger effect; displacement, % at 20 µM; hits with a dose series show IC50 in µM; 64,000 tested, 0.02% active; in the data active = a potency from the dose series; inactive = the rest, 99 in 100 with displacement below about 15%; note: strong numbers were not always called active
PMK inhibit: inhibitors of Streptococcus pneumoniae phosphomevalonate kinase; purified PMK, PK/LDH-coupled NADH absorbance 340 nm; inhibition, % at 10 µM; 65,000 tested, 0.49% active; AID 539;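 active = top-ranked compounds by inhibition in the single 10 µM screen, taking a fixed number of the strongest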;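 note: 0% = full reaction with DMSO carrier and 100% = background rate without enzyme reaction; no value below 0 was filed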
PMK inhibit pilot replicates: recorded beside PMK inhibit, whose call it bears; inhibition, %; measured here: pilot screen replicates
MK inhibit pilot replicates: further read-out of MK inhibit, marked with its call; inhibition, %; measured here: pilot screen replicates
DPM-DC inhibit pilot screen %: second read-out of DPM-DC inhibit, no call of its own (marks repeat the call); inhibition, %; measured here: pilot screen trials
Starred values were filed as active, the others as inactive. Cut-off read from the data, not from the text of the source, unless noted: active = cytotoxicity above about 50%; inactive = the rest.

For Cc1ccc(CCNC(=O)c2nnn(-c3cccc(C)c3)c2N)cc1 the results were TNAP inhibition 12%, MK inhibit 0, LYP inhibition -4%, HPDE-C7K KRASV12 -8%, HT1080 cytotoxicity 0%, DPM-DC inhibit inactive, HPDE-C7 cytotoxicity -5%, Bfl-1 displacement -3% and PMK inhibit 6.
For O=C1CC(c2ccco2)CC(O)=C1C=NCCN1CCNCC1 (stereo not drawn) the results were TNAP inhibition 5%, MK inhibit 6, LYP inhibition 1%, HPDE-C7K KRASV12 -13%, HT1080 cytotoxicity -3%, DPM-DC inhibit inactive, HPDE-C7 cytotoxicity -18%, Bfl-1 displacement -4%, PMK inhibit 16, PMK inhibit pilot replicates 0.5, MK inhibit pilot replicates 0.0 and DPM-DC inhibit pilot screen % 0.5.
For CCOc1ccc(CCNC(=O)CCc2nc(-c3ccc(OC)cc3)no2)cc1OCC the results were TNAP inhibition 5%, MK inhibit 7, HPDE-C7K KRASV12 -25%, HT1080 cytotoxicity -7%, DPM-DC inhibit inactive, HPDE-C7 cytotoxicity -24%, Bfl-1 displacement -1%, PMK inhibit 0, PMK inhibit pilot replicates 1.0, MK inhibit pilot replicates 2.5 and DPM-DC inhibit pilot screen % 0.0.
`Cc1cccc(-n2ncc3c(N)ncnc32)c1` gave TNAP inhibition 20%, MK inhibit 10, LYP inhibition -9%, HPDE-C7K KRASV12 21%, HT1080 cytotoxicity 9%, DPM-DC inhibit inactive, HPDE-C7 cytotoxicity 12%, Bfl-1 displacement 7%, PMK inhibit 2, PMK inhibit pilot replicates 2.5, MK inhibit pilot replicates 0.0 and DPM-DC inhibit pilot screen % 0.0.
Screening O=C(CCN1C(=O)C2C3C=CC(C3)C2C1=O)N1CCN(c2ccccc2Cl)CC1 (stereo not drawn) returned TNAP inhibition 2%, MK inhibit 0, LYP inhibition 19%, HPDE-C7K KRASV12 21%, HT1080 cytotoxicity 15%, DPM-DC inhibit inactive, HPDE-C7 cytotoxicity -15%, Bfl-1 displacement 4%, PMK inhibit 10, PMK inhibit pilot replicates 4.5, MK inhibit pilot replicates 0.0 and DPM-DC inhibit pilot screen % 0.0.
`c1ccc(Cn2nnnc2CN2CCN(Cc3ccc4c(c3)OCO4)CC2)cc1` gave TNAP inhibition 8%, MK inhibit 9, HPDE-C7K KRASV12 0%, HT1080 cytotoxicity 0%, DPM-DC inhibit inactive, HPDE-C7 cytotoxicity -6%, Bfl-1 displacement 4% and PMK inhibit 4.
c1ccc(SCc2nc(-c3cccnc3)no2)cc1 was read as TNAP inhibition 7%, MK inhibit 7, LYP inhibition 10%, HPDE-C7K KRASV12 -13%, HT1080 cytotoxicity 2%, DPM-DC inhibit inactive, HPDE-C7 cytotoxicity -5%, Bfl-1 displacement 9% and PMK inhibit 7.
For CC(=O)Nc1cc(-c2nn(CC(=O)N3CCCCC3)c(=O)c3ccccc23)ccc1N1CCOCC1 the results were TNAP inhibition 4%, MK inhibit 8, LYP inhibition -1%, HPDE-C7K KRASV12 -4%, HT1080 cytotoxicity 3%, DPM-DC inhibit inactive, HPDE-C7 cytotoxicity -1%, Bfl-1 displacement -4% and PMK inhibit 9.
For O=C(CCNC(=O)Cn1ccc2ccccc2c1=O)NCCCN1CCN(c2ccccc2F)CC1 the results were TNAP inhibition 1%, MK inhibit 1, HPDE-C7K KRASV12 -17%, HT1080 cytotoxicity -9%, DPM-DC inhibit inactive, HPDE-C7 cytotoxicity -11%, Bfl-1 displacement -12% and PMK inhibit 24.
`O=C(CCCC(=O)OCC1CCCO1)OCC1CCCO1` (stereo not drawn) gave TNAP inhibition 4%, MK inhibit 1, LYP inhibition 1%, HPDE-C7K KRASV12 -3%, HT1080 cytotoxicity -1%, DPM-DC inhibit inactive, HPDE-C7 cytotoxicity 2%, Bfl-1 displacement -4% and PMK inhibit 7.
Screening COc1ccc(C(=O)n2nc(-c3ccc(C)cc3)nc2N)cc1OC returned TNAP inhibition 6%, MK inhibit 0, LYP inhibition 9%, HPDE-C7K KRASV12 32%, HT1080 cytotoxicity 5%, DPM-DC inhibit inactive, HPDE-C7 cytotoxicity 44%, Bfl-1 displacement -4% and PMK inhibit 16.
Cc1ccc(-c2nnc(CSc3nnc(COc4ccccc4)n3-c3ccccc3)o2)cc1 was read as TNAP inhibition 13%, MK inhibit 14, HPDE-C7K KRASV12 12%, HT1080 cytotoxicity 0%, DPM-DC inhibit inactive, HPDE-C7 cytotoxicity 5%, Bfl-1 displacement -4% and PMK inhibit 10.
`Cc1nn(-c2ccc(Cl)cc2)c(N)c1C(O)(CSc1nccn1C)C(F)(F)F` (stereo not drawn) gave TNAP inhibition 8%, MK inhibit 0, LYP inhibition -8%, HPDE-C7K KRASV12 -5%, HT1080 cytotoxicity -2%, DPM-DC inhibit inactive, HPDE-C7 cytotoxicity 2%, Bfl-1 displacement -7% and PMK inhibit 14.
`Cc1cccc2cc(CN(CCN3CCCC3)C(=O)NC3CCCCC3)c(=O)[nH]c12` gave TNAP inhibition 16%, MK inhibit 3, LYP inhibition -4%, HPDE-C7K KRASV12 1%, HT1080 cytotoxicity -5%, DPM-DC inhibit inactive, HPDE-C7 cytotoxicity 3%, Bfl-1 displacement -9%, PMK inhibit 30*, PMK inhibit pilot replicates 4.0*, MK inhibit pilot replicates 0.0 and DPM-DC inhibit pilot screen % 2.0.
Screening O=S(=O)(/N=C(/Nc1cc(N2CCOCC2)ncn1)c1ccccc1)c1ccccc1 returned TNAP inhibition 11%, MK inhibit 9, LYP inhibition 4%, HPDE-C7K KRASV12 4%, HT1080 cytotoxicity 2%, DPM-DC inhibit inactive, HPDE-C7 cytotoxicity -9%, Bfl-1 displacement -2% and PMK inhibit 4.
`O=c1c2ccccc2nc(SCc2cccc(F)c2)n1Cc1ccco1` gave TNAP inhibition 12%, MK inhibit 3, LYP inhibition -12%, HPDE-C7K KRASV12 -14%, HT1080 cytotoxicity 4%, DPM-DC inhibit inactive, HPDE-C7 cytotoxicity -9%, Bfl-1 displacement -7%, PMK inhibit 1, PMK inhibit pilot replicates 3.0, MK inhibit pilot replicates 0.0 and DPM-DC inhibit pilot screen % 3.0.
`O=C(OCc1nnc(-c2ccccc2)o1)c1cn(-c2ccccc2)nc1-c1ccccc1` gave TNAP inhibition 10%, MK inhibit 12, LYP inhibition 11%, HPDE-C7K KRASV12 -8%, HT1080 cytotoxicity 2%, DPM-DC inhibit inactive, HPDE-C7 cytotoxicity -9%, Bfl-1 displacement 2% and PMK inhibit 13.
For C=CCn1c(SCc2cc(=O)n3ccsc3n2)nc2sc(C)c(C)c2c1=O the results were TNAP inhibition 7%, MK inhibit 2, LYP inhibition -10%, HPDE-C7K KRASV12 11%, HT1080 cytotoxicity 13%, DPM-DC inhibit inactive, HPDE-C7 cytotoxicity 17%, Bfl-1 displacement -4% and PMK inhibit 15.
`O=S(=O)(Nc1ccccc1Cl)c1ccc(F)cc1` gave TNAP inhibition 9%, MK inhibit 8, LYP inhibition 4%, HPDE-C7K KRASV12 16%, HT1080 cytotoxicity 14%, DPM-DC inhibit inactive, HPDE-C7 cytotoxicity 9%, Bfl-1 displacement -6% and PMK inhibit 6.
`O=C(COC(=O)Cc1cn2ccsc2n1)Nc1nc2ccccc2s1` gave TNAP inhibition -5%, MK inhibit 6, LYP inhibition 9%, HPDE-C7K KRASV12 -2%, HT1080 cytotoxicity -5%, DPM-DC inhibit inactive, HPDE-C7 cytotoxicity 0%, Bfl-1 displacement -4% and PMK inhibit 14.
CN(C)C(CNC(=O)CSc1nnc(-c2ccco2)o1)c1ccccc1 (stereo not drawn) was read as TNAP inhibition 2%, MK inhibit 0, LYP inhibition 18%, HPDE-C7K KRASV12 -5%, HT1080 cytotoxicity -6%, DPM-DC inhibit inactive, HPDE-C7 cytotoxicity -16%, Bfl-1 displacement 4% and PMK inhibit 11.
CSc1ncccc1C(=O)OCC(=O)Nc1cc(C(F)(F)F)ccc1N1CCOCC1 was read as TNAP inhibition 10%, MK inhibit 0, LYP inhibition 4%, HPDE-C7K KRASV12 -8%, HT1080 cytotoxicity 3%, DPM-DC inhibit inactive, HPDE-C7 cytotoxicity 0%, Bfl-1 displacement -5% and PMK inhibit 12.
For C=CCn1c(COc2ccccc2F)nnc1SCC(=O)N1CC(=O)Nc2ccccc21 the results were TNAP inhibition 16%, MK inhibit 0, LYP inhibition -2%, HPDE-C7K KRASV12 0%, HT1080 cytotoxicity 0%, DPM-DC inhibit inactive, HPDE-C7 cytotoxicity 9%, Bfl-1 displacement -2%, PMK inhibit 18, PMK inhibit pilot replicates 3.0, MK inhibit pilot replicates 0.5 and DPM-DC inhibit pilot screen % 1.0.
For COc1ccc(-c2nn(-c3ccccc3)cc2C(=O)N2CCOCC2)cc1 the results were TNAP inhibition -3%, MK inhibit 1, LYP inhibition -13%, HPDE-C7K KRASV12 -12%, HT1080 cytotoxicity -3%, DPM-DC inhibit inactive, HPDE-C7 cytotoxicity -7%, Bfl-1 displacement -1% and PMK inhibit 2.
`COC(=O)C1CCN(C(c2ccc(OC)c(OC)c2)c2sc3nc(C)nn3c2O)CC1` (stereo not drawn) gave TNAP inhibition 8%, MK inhibit 11, LYP inhibition 9%, HPDE-C7K KRASV12 0%, HT1080 cytotoxicity 1%, DPM-DC inhibit inactive, HPDE-C7 cytotoxicity -1%, Bfl-1 displacement 0% and PMK inhibit 4.
O=C(/C=N/O)Nc1ccccc1 was read as TNAP inhibition 22%, MK inhibit 0, HPDE-C7K KRASV12 6%, HT1080 cytotoxicity -1%, DPM-DC inhibit inactive, HPDE-C7 cytotoxicity -1%, Bfl-1 displacement -6% and PMK inhibit 8.
COc1cc(OC)c(C2N(c3ccc(Cl)cc3)C(=O)C3CCCN32)cc1OC (stereo not drawn) was read as TNAP inhibition 14%, MK inhibit 4, LYP inhibition 7%, HPDE-C7K KRASV12 1%, HT1080 cytotoxicity 6%, DPM-DC inhibit inactive, HPDE-C7 cytotoxicity 2%, Bfl-1 displacement -1% and PMK inhibit 11.
For CC1(C)CC2(CCO1)CNC(=O)O2 (stereo not drawn) the results were TNAP inhibition 0%, MK inhibit 5, LYP inhibition 7%, HPDE-C7K KRASV12 -8%, HT1080 cytotoxicity 7%, DPM-DC inhibit inactive, HPDE-C7 cytotoxicity -13%, Bfl-1 displacement -13% and PMK inhibit 5.
